JNK3 inh – JNK3 kinase activity inhibitors, primary screen, biochemical, human, purified enzyme; Mitogen-activated protein kinase 10 (Homo sapiens), P53779; HTS; 0.61% of 60,000 active; inhibition, % at 8 µM; AID 746, 2007; in the data active = inhibition above about 17%;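 also: 0% = DMSO and 100% = reference inhibitor; many of its hits are not listed in these tables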
Target sequence (P53779 whole entry, looked up): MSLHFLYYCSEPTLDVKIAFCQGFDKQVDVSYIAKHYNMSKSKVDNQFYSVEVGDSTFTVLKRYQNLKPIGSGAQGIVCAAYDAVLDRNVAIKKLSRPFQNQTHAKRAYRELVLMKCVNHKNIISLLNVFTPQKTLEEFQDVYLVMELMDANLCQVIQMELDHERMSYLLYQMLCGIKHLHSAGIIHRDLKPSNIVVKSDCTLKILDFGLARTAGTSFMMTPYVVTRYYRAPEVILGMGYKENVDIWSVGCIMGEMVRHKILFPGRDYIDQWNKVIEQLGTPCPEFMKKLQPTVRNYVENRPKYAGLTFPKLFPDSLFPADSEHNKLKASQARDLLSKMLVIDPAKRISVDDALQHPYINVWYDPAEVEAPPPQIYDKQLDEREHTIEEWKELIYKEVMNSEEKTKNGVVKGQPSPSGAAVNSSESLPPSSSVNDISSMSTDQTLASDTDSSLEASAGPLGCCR
FXIa mix inh – FXIa protease inhibitors in compound pools, primary screen, biochemical, 10-compound mixtures; inhibition, % at 5 µM; Coagulation factor XI (Homo sapiens), P03951; AID 680, 2007; 0.19% of 62,000 active; purified FXIa, fluorogenic substrate, pooled mixtures;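 also: each value is inhibition by a whole ten-compound pool holding the compound; 0% = enzyme with no mixture and 100% = wells lacking enzyme; strong numbers were not always called active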
Target sequence (P03951 19-387 limits assumed): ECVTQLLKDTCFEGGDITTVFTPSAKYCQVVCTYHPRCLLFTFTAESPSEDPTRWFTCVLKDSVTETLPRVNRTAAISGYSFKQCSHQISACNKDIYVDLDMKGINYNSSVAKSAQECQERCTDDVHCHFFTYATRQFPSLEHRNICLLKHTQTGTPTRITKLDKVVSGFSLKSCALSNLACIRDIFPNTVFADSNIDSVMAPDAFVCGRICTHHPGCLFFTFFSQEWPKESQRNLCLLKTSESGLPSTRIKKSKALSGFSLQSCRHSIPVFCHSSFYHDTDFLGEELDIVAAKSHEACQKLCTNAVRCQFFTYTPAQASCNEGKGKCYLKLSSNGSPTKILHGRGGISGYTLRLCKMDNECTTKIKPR
Target sequence (P03951 388-625 limits assumed): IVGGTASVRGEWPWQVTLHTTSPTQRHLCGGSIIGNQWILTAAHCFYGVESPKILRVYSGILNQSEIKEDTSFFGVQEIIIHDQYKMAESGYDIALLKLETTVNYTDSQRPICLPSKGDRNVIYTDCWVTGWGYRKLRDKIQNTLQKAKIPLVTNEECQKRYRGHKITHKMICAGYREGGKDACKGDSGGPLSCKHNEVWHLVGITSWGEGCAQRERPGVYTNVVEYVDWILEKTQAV
AP complement – alternative complement pathway inhibitors, primary screen, biochemical, ELISA, human serum, orthogonally pooled compounds | LPS-coated ELISA, C3 deposition; tested in compound mixtures | AID 1235, 2008 | inhibition, % at 5 µM | 0.08% of 62,000 active;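 active = inhibition above 30% in each of the two pooled mixtures holding the compound, so the lower value exceeds 30%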;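 also: 0% = serum in Mg-EGTA without compound and 100% = EDTA serum blank; some compounds past the cut are filed as inactive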
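Medium: diluted human serum in Mg2+-EGTA GVB++. Assay system: human serum complement alternative pathway, C3 deposition onto LPS. Also added: Plate-bound LPS. Technique: Anti-C3 ELISA, OD 450 nm. Measure: percent inhibition. Incubation: 1 h at 37 °C. Dosing: 5 µM each compound, pools of ten, 50 µM per pool.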
FXIIa mix inh – human factor XIIa inhibitors, primary screen, biochemical, pooled compound mixtures, fluorogenic substrate; inhibition, % at 5 µM; 0.2% of 62,000 active; AID 684, 2007; purified FXIIa;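 also: 0% = enzyme without compound and 100% = no enzyme blank; some results filed as inactive read as strong as hits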
Hsp90 inh – tumor Hsp90 inhibitors, primary screen, cell lysate, fluorescence polarization, NCI-N417 lysate; Cy3B-geldanamycin FP displacement; AID 429, 2006; 0.35% of 64,000 active; inhibition, % at 30 µM;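 active = inhibition above 50%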;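 also: 0% = tracer plus lysate wells and 100% = tracer alone without lysate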
Cdc25B inh – inhibitors of Cdc25B phosphatase catalytic domain, primary screen, biochemical, OMFP fluorescence | M-phase inducer phosphatase 2 (Homo sapiens), P30305 | inhibition, %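 (compounds tested at 10 µM final in the well)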 | recombinant Cdc25B, OMFP fluorescence Ex485/Em525 | 0.1% of 65,000 active; in the data active = inhibition above about 50%
A340 absorber – compound light absorbance at 340 nm, profiling panel, artefact control, biochemical, MLSMR library, data from PS, PMK, MK assays; compound absorbance at 340 nm, fold over control; fold change at 10 µM; 65,000 tested, under 10 active; AID 708, 2007;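 active = at 10 µM dose, initial 340 nm absorbance at least 2 fold that of control wells; inactive = change under 2 fold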;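 also: initial absorbance extrapolated from kinetic A340 decline of NADH oxidation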
MMP13 inh – human MMP13 inhibitors, primary screen, biochemical, FRET peptide cleavage; Collagenase 3 (Homo sapiens), P45452; MMP-13 fTHP FRET cleavage, Mca fluorescence; inhibition, % at 4 µM; 0.07% of 65,000 active;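 active = inhibition above the mean of compound-free control plate wells plus 3 SD, cut at about 14% in these data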;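 also: 0% = DMSO wells and 100% = wells with reference MMP-13 inhibitor after basal subtraction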
MKP-1 inh – MKP-1 phosphatase inhibitors, primary screen, biochemical, in vitro | AID 374, 2006 | 0.15% of 65,000 active | recombinant MKP-1, OMFP hydrolysis fluorescence | inhibition, %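 (compounds tested at a single concentration somewhere between 10 and 100 µM)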;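 active = inhibition above about 50%, limit read from the data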;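 also: 0% = DMSO max control wells and 100% = wells with enzyme stopped by NaOH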
Active calls of the source: *; i = inactive; x = no result given; [ ] = dose if it differs, or a comment. Rule as the data show it, unless noted: active = inhibition above about 20% (passing the limit was not always enough); inactive = the rest.

SMILES | JNK3 inh | FXIa mix inh | AP complement | FXIIa mix inh | Hsp90 inh | Cdc25B inh | A340 absorber | MMP13 inh | MKP-1 inh
COCCCn1c(SCC(=O)NC(C)(C)C)nnc1-c1ccccc1 | 0.2 | -2.4 | -0.1 | 11.8 | -4.9 | 9.7 | 1.02 | -2.1 | 8.6
Cc1ccnc(NC(=O)CCC(=O)N(CC(=O)NC2CCCCC2)c2cccc(C)c2C)c1 | 4.0 | 6.3 | 8.9 | 4.5 | -1.4 | -12.5 | 0.98 | 5.9 | 26.4
Nc1c(S(=O)(=O)c2cccs2)c2nc3ccccc3nc2n1/N=C/c1cccc(O)c1 | 5.1 | 3.7 | 18.6 | 9.2 | 2.9 | 5.1 | 1.16 | -21.4 | 21.4
CC(=O)c1cnc(N2CCCCC2)nc1C | -7.7 | 4.0 | 12.4 | -8.3 | -1.9 | 0.6 | 1.08 | 1.2 | -9.4
COc1cc(C(=O)OCn2nnc3ccccc3c2=O)cc(OC)c1OC | x | 1.6 | 6.4 | 1.7 | 0.3 | 2.9 | 1.03 | 4.6 | 16.2
CCOCCCNC(=O)Cc1cc(=O)[nH]c(=O)[nH]1 | -0.1 | -10.8 | 26.3 | -2.8 | -1.5 | -7.6 | 1.03 | -0.7 | -1.6
N#Cc1nc(COc2ccccc2)oc1N1CCN(Cc2ccccc2)CC1 | 1.6 | 8.6 | -8.4 | 7.3 | -0.8 | -6.9 | 1.02 | 1.6 | -0.8
COCCNC(=O)C(C#N)c1nc2ccccc2nc1N1CCN(Cc2ccc3c(c2)OCO3)CC1 (stereo not given) | -1.7 | 0.7 | 15.3 | 2.6 | 3.7 | 17.8 | 1.02 | 2.1 | -31.8
O=C(NCCN1CCOCC1)c1ccc(-c2ccccc2)cc1 | 5.3 | -3.2 | 14.9 | -31.5 | 1.7 | -2.7 | 1.07 | 5.4 | 0.2
COc1cc(NC(=O)C2CCCCC2)c(OC)cc1NC(=O)CN1CCCCC1 | 1.2 | 0.2 | 4.2 | -2.4 | 0.9 | -1.2 | 0.99 | -2.3 | -16.9
CC1C/C=C/C=C/C=C/C=C/C(O[C@@H]2O[C@H](C)[C@@H](O)[C@H](N)[C@@H]2O)CC2OC(O)(CC(O)CC3OC3/C=C/C(=O)O1)CC(O)C2C(=O)O (stereo not given in full) | 6.9 | -2.5 | 1.1 | 2.7 | -7.5 | -12.8 | 1 | 1.8 | -4.7
CC1(C)Cc2c(sc3c2c(=N)n(Cc2ccco2)c(=O)n3CC(=O)Nc2ccc(Cl)cc2)CO1 | -2.5 | 1.0 | 11.0 | -9.6 | -2.5 | 11.2 | 1.01 | 1.0 | 31.2
CN(c1ccccc1C(=O)O)S(C)(=O)=O | 5.9 | 7.6 | 10.8 | 3.1 | -5.0 | -1.0 | 1.02 | 2.3 | -7.5
O=S(=O)(CCSc1ccccn1)c1nc2ccccc2s1 | 1.1 | -0.1 | 13.2 | 0.8 | -5.4 | -6.7 | 1.05 | 2.9 | 6.3
O=c1cc(N2CCC(Cc3ccccc3)CC2)[nH]c(=O)n1C1CCCCC1 | -7.4 | -0.7 | 12.7 | 3.1 | -0.1 | 10.9 | 1.01 | -0.5 | -2.6
Cc1cccc(NC(=O)CSc2nc3c(c(=O)[nH]2)CCC3)c1C | 1.1 | 0.1 | 14.0 | 7.2 | 1.0 | -3.7 | 0.99 | -10.3 | 9.6
Cc1ccc(C(=O)C2=C(O)C(=O)N(CCCN(C)C)C23C(=O)N(C)c2ccccc23)o1 (stereo not given) | -1.8 | 5.7 | 9.6 | 9.5 | -12.5 | -0.3 | 1.02 | 2.5 | -8.5
CNCCOCC(O)CSc1ccccc1 (stereo not given) | -6.3 | 2.1 | -19.8 | 5.3 | -2.1 | 8.2 | 1.07 | 1.8 | 3.1
Cc1onc(-c2ccccc2Cl)c1C(=O)OCC(=O)c1ccc2c(c1)OCCO2 | -9.2 | 10.7 | 14.9 | 4.8 | 2.4 | -0.6 | 0.99 | 0.5 | 4.4
CCCC(c1c(C)n(C)n(-c2ccccc2)c1=O)c1c(C)n(C)n(-c2ccccc2)c1=O | 4.1 | 7.6 | 4.3 | -19.8 | -2.3 | -4.7 | 1.01 | 3.8 | 7.8

3 structures out of the list, arranged by SMILES length, lowest first.
SMILES | JNK3 inh | FXIa mix inh | AP complement | FXIIa mix inh | Hsp90 inh | Cdc25B inh | A340 absorber | MMP13 inh | MKP-1 inh
O=S(=O)(CCSc1ccccn1)c1nc2ccccc2s1 | 1.1 | -0.1 | 13.2 | 0.8 | -5.4 | -6.7 | 1.05 | 2.9 | 6.3
COCCCn1c(SCC(=O)NC(C)(C)C)nnc1-c1ccccc1 | 0.2 | -2.4 | -0.1 | 11.8 | -4.9 | 9.7 | 1.02 | -2.1 | 8.6
COc1cc(C(=O)OCn2nnc3ccccc3c2=O)cc(OC)c1OC | x | 1.6 | 6.4 | 1.7 | 0.3 | 2.9 | 1.03 | 4.6 | 16.2

Next results follow:
SMILES | JNK3 inh | FXIa mix inh | AP complement | FXIIa mix inh | Hsp90 inh | Cdc25B inh | A340 absorber | MMP13 inh | MKP-1 inh
CC(=O)N1CCN(CCN=CC2=C(O)CC(c3cccs3)CC2=O)CC1 (stereo not given) | 1.3 | 9.0 | -1.7 | -18.6 | -5.8 | -15.8 | 1.03 | 5.3 | 11.3
O=C(O)C=C1C2CC3CC(C2)CC1C3 | -1.7 | -19.3 | 28.2 | -4.9 | 0.6 | -6.7 | 1.03 | 1.8 | 0.1
CCCc1cc(=O)n2[nH]c(C)c(-c3ccccc3)c2n1 | -6.9 | 21.1 | 16.2 | 6.6 | -1.3 | -5.7 | 1 | -0.3 | 11.8
COCCNC(=O)C(c1ccc(C)o1)N(Cc1cccs1)C(=O)c1snc(C(N)=O)c1N (stereo not given) | -8.3 | 6.5 | -11.7 | -0.7 | 2.9 | -5.1 | 1.03 | -0.5 | 7.8
Cn1c(=O)[nH]c(=O)c2c1nc(N1CCC(Cc3ccccc3)CC1)n2Cc1ccccc1 | 3.6 | 1.9 | 9.7 | 8.6 | -0.7 | -11.1 | 1.03 | 2.6 | 6.1
O=C(CN1CCN(S(=O)(=O)c2ccc(F)cc2)CC1)Nc1ccccc1F | 5.5 | 1.4 | 9.6 | 13.4 | -4.2 | -3.3 | 1 | 0.7 | -6.8
Cc1ccc(-n2c(=O)[nH]cc(C(=O)Nc3ccc4c(c3)OCCO4)c2=O)cc1 | -1.3 | 0.5 | -3.6 | 7.1 | 3.7 | 5.3 | 1.08 | 4.0 | 7.3
Cc1nnc(SCCn2c(N3CCCCC3)nc3c2c(=O)n(C)c(=O)n3C)s1 | -4.2 | x | x | x | -2.8 | 16.3 | 1.03 | -5.7 | 1.9
CC1(C)CC(=O)C2=C(C1)OC(N)=C(C#N)[C@@]21C(=O)N(CC(N)=O)c2ccccc21 | 0.7 | x | x | x | -2.7 | 3.2 | 1.01 | -0.4 | -17.6
CC(C)OC(=O)C1C2C=CC3(CN(Cc4cccs4)C(=O)C13)O2 (stereo not given) | 1.8 | 2.3 | 9.0 | -1.0 | -2.5 | 3.2 | 0.98 | -5.1 | -13.4
CCc1cc(C=C(Cl)Cl)oc(=O)c1C | -2.4 | 9.0 | 9.0 | -0.4 | -0.6 | 0.5 | 1.09 | 1.4 | 16.6
Cc1nn(-c2ccccc2)c(Cl)c1C(=O)Nc1c(C)n(C)n(-c2ccccc2)c1=O | x | -2.5 | 9.9 | 5.5 | x | -7.2 | 1.04 | -1.7 | 5.5
CCOC(=O)C1CCCN(c2nc3ccccc3nc2C(C#N)C(=O)OC(C)COC)C1 (stereo not given) | 2.2 | 11.9 | 18.2 | 3.5 | -10.0 | 30.5 | 1.01 | 0.3 | -33.9
CCOc1ccc(/C=C\C(C)=N\O)cc1 | -0.6 | 2.1 | 3.1 | -27.9 | 0.7 | -5.7 | 1.08 | 2.3 | 8.0
Cc1nnc(N(C)C(=O)c2cccnc2)s1 | -6.3 | -1.7 | -12.1 | -4.5 | -1.2 | -7.5 | 1 | -1.4 | -6.4
COc1ccc(S(=O)(=O)Nc2c(C)ccc3nsnc23)cc1OC | 1.9 | 1.7 | 16.6 | 5.9 | -4.0 | -13.1 | 1.02 | 1.9 | 8.2
Cc1cc(C)n2nc(C(=O)Nc3ccc4c(c3)OCO4)nc2n1 | -2.2 | 8.2 | 13.1 | 5.2 | 3.0 | -6.6 | 1.08 | 4.0 | 13.4
Cc1ccc2occ(C(c3nnnn3C3CCCC3)N3CCN(C(=O)c4ccco4)CC3)c(=O)c2c1 (stereo not given) | -14.2 | 6.8 | 5.0 | 0.8 | 4.5 | 1.6 | 1.01 | 1.0 | 4.7
CCCCN(C)C(=O)c1cn(CC)c2ccc(S(=O)(=O)N(C)C)cc2c1=O | 3.9 | 9.4 | 10.3 | 1.3 | -0.1 | -4.1 | 1.11 | -0.3 | 3.8
O=C(COC(=O)C1CC(=O)N(Cc2ccco2)C1)c1ccc(OC(=O)c2ccco2)cc1 (stereo not given) | x | -3.6 | 9.1 | 10.4 | -4.3 | 4.0 | 1.06 | 5.0 | 17.8
O=C(CN(Cc1ccco1)C(=O)CNS(=O)(=O)c1ccc(F)cc1)NCc1ccc(F)cc1 | 1.2 | -8.1 | 3.0 | -14.8 | -4.3 | -5.9 | 1 | -2.6 | 9.0
CCc1cccc(CC)c1N(COC)C(=O)Cn1ccccc1=N | 0.1 | 5.3 | 7.6 | -5.7 | -2.0 | 4.2 | 1 | -6.2 | 15.3
Cc1occc1C(=O)Nc1sc2c(c1C(N)=O)CCCCC2 | 2.5 | -8.1 | 6.5 | 10.5 | -8.3 | 3.8 | 1.08 | 5.2 | -7.7
COc1ccc(C2CC(=O)c3cnc(NC(=O)c4ccccc4)nc3C2)c(OC)c1 (stereo not given) | -4.7 | 6.9 | 15.3 | -18.9 | 2.2 | 4.5 | 1.03 | 5.4 | 41.4
COc1cc(OC)c(C2C(C(=O)Nc3ccc(C)cc3C)=C(C)Nc3ncnn32)cc1OC (stereo not given) | 4.3 | 2.1 | 2.5 | 4.8 | 2.3 | -5.9 | 1 | 2.0 | 4.4
Cc1ccc(CNC(=O)Cn2c(=O)oc3ccccc32)o1 | -1.3 | 5.0 | 8.2 | 7.8 | 2.3 | 3.7 | 0.96 | 0.7 | 9.5
CCn1c(=O)n(CC(=O)NCc2ccco2)c(=O)c2ccccc21 | -6.1 | x | x | x | -1.7 | 8.0 | 1.02 | 0.8 | -2.0
CC(Oc1ccc(Cl)cc1Cl)C(=O)NCc1ccncc1 (stereo not given) | x | 6.8 | -3.8 | 6.3 | x | 27.3 | 1.03 | 4.3 | 7.2
O=S(=O)(NCc1ccco1)c1ccc2c(c1)Cc1ccccc1-2 | 0.8 | 6.9 | 12.7 | 0.9 | -5.1 | -5.2 | 1.05 | -4.5 | -1.1
CCC(=O)N=c1sc2cc(F)cc(F)c2n1C | -4.0 | 9.7 | 15.6 | 11.8 | -2.6 | -5.4 | 1.03 | 1.5 | 1.0
Cc1[nH]nc2c1C(c1ccccc1)C1=C(CC(C)(C)CC1=O)N2 (stereo not given) | 10.8 | 0.1 | 1.7 | 2.2 | i | -9.2 | 1.14 | -57.4[fluorescence artefact?] | 1.7

Bioassay records: PubChem, several laboratories
